TGFb inhibitor = blocks TGF-b signaling; HepG2 CAGA-GFP TGF-b/SMAD3 reporter, GFP fluorescence, 18 h; TGF-beta stimulated, 500 pg/mL final; Potency, µM (highest dose often 46.1 µM), without a hit: at the highest dose activity, negative = inhibition, actives largely listed as inhibitors; hit rate 1.2% among 410,000; AID 588855; also: potency is read from the fitted curve at half-maximal effect; % is scaled to controls: 0 for no effect and ±100 for the full control effect; nearly all actives have a fitted effect of over 65% in size
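HEPG2 CAGA-GFP cells (1000/well, DMEM with 1% FBS) were pre-incubated 2 h at 37 degrees C, given compound by pin tool, then stimulated with TGF-beta at 500 pg/mL final for 18 h before per-cell GFP fluorescence imaging.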
IL1B secr inh = inflammasome signaling inhibition, IL-1 beta readout; THP-1 LPS/ATP IL-1B secretion, AlphaLISA, 16 h; stronger effect = lower value; activity change, % at 57.5 µM; hit rate 4.7% among 360,000; AID 743279; in the data active = activity change below about -50%; inconclusive = mostly about -30% to -49%; also: % is scaled to controls: 0 for no effect and ±100 for the full control effect
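Secreted IL-1B measured by AlphaLISA bead assay after 16 h compound exposure of THP-1 cells; compounds (final up to 57.5 uM) added 1 h before LPS (250 ng/mL) and ATP (1.25 mM) stimulation; lower signal means less secretion.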
ATXN viability = reduces viability in counter-screen for ATXN expression inhibitors; S2 cells (HEK-293 line with an ATXN2-luciferase reporter) viability, CellTiter-Fluor protease fluorescence, 24 h; Potency, µM (doses to about 56.7 µM), most hits filed as cytotoxic; hit rate 0.49% among 400,000; AID 651635; also: potency is read from the fitted curve at half-maximal effect; nearly all actives have a fitted effect of over 40% in size
HepG2 tox = counter-screen for TGF-b inhibitors: cytotoxicity in HepG2 cells; HepG2 CAGA-GFP viability, ATP luminescence, 18 h; Potency, µM (titrated, usually from 46.1 µM), for the others: top-dose activity change, negative = cytotoxicity, hits mostly cytotoxic; hit rate 0.76% among 410,000; AID 588856; also: potency is read from the fitted curve at half-maximal effect; some results filed as inactive show a strong effect at the top dose
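CellTiter-Glo luminescence gave cytotoxicity after 18 hours at 37 degrees C. The cells were HepG2 CAGA-GFP in 1% FBS DMEM, stimulated with 500 pg/mL TGF-beta after compound addition. %Activity was normalised to no-cell wells (complete cell-killing) and DMSO (no toxicity), and curves were fitted and classified.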
Nrf2 ARE act = activators of Nrf2 (ARE) signaling. Potency, µM (doses to about 46.1 µM), for the others: top-dose activation, hits mostly activators. AID 624171. AREc32 ARE-luciferase reporter (MCF7-derived line), luminescence, 24 h. hit rate 0.31% among 410,000; also: potency is read from the fitted curve at half-maximal effect; % of control where 0% means no effect; nearly all actives have a fitted effect of over 65% in size
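For detection, Steady-Glo was added and plates sat 30 min at RT; before that, AREc32_Fluc cells grown overnight in OPTI-MEM/5% FBS had been treated with 23 nL compound for 24 hr at 37 deg C.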
Nrf2 inh = blocks Nrf2 signaling | A549 ARE-Fluc reporter, luciferase luminescence, 18-24 h | Potency, µM (doses to about 46 µM), for the others: top-dose activity change, negative = inhibition, most hits filed as inhibitors | hit rate 2.1% among 360,000 | AID 504444; also: potency is read from the fitted curve at half-maximal effect; % is scaled to controls: 0 for no effect and ±100 for the full control effect; nearly all actives have a fitted effect of over 60% in size
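In this cell-based qHTS, ARE-driven firefly luciferase in A549 cells reports Nrf2 activity; the luminescent signal after BugLite lysis is the measured value, with a prior CellTiter-Fluor read for cell health.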
MCF10A rerep = induces DNA re-replication in MCF 10a normal breast cells; MCF 10A DNA re-replication, Hoechst nuclear intensity, 48 h; Potency, µM (titrated, usually from 46.1 µM), for inactives: at the highest dose activity, positive = re-replication, usual class: activators; hit rate 2.9% among 350,000; AID 624296; also: potency is read from the fitted curve at half-maximal effect; % of control where 0% means no effect; nearly all actives have a fitted effect of over 50% in size
A549 viability = A549 cytotoxicity, counter-screen for Nrf2 inhibitors; hit rate 0.16% among 390,000; Potency, µM (doses to about 46 µM), for inactives: top-dose activity change, negative = cytotoxicity, actives largely listed as inhibitors; A549 ARE-Fluc cells, CellTiter-Fluor viability, 18-24 h; also: potency is read from the fitted curve at half-maximal effect; % is scaled to controls: 0 for no effect and ±100 for the full control effect
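Cytotoxicity counterscreen: CellTiter-Fluor fluorescence was measured in A549 ARE_Fluc cells after 18-24 h of compound exposure in a concentration series. The subsequent BugLite luminescent read reports ARE-luciferase activity.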
ATXN2 expr inh = inhibitors of ATXN2 expression. HEK-293 ATXN2-luciferase reporter, luminescence, 24 h. Potency, µM (series often up to 57 µM), for inactives: at the highest dose activity change, negative = inhibition, most hits filed as inhibitors. hit rate 0.72% among 360,000. AID 1745845; also: potency is read from the fitted curve at half-maximal effect; % is scaled to controls: 0 for no effect and ±100 for the full control effect; nearly all actives have a fitted effect of over 55% in size
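qHTS (up to 57 uM final) was run with 24 h compound exposure of reporter cells at 37 °C. Each well was multiplexed: SteadyGlo luminescence measured ATXN2-luciferase expression after a fluorogenic Gly-Phe-AFC viability readout (25 uM final).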
Starred values were filed as active, the others as inactive; i = inactive; ? = inconclusive; . = not tested or not shown; [ ] = dose if it differs, or a comment. Unless noted, calls follow the shape of the dose curve; as a rule, active = well fitted curve in the direction sought with a large enough effect; inconclusive = small, poorly fitted or top-dose-only effect, or another doubt; inactive = no such curve, though single readings can be large; an effect the other way counts as inactive or inconclusive.

structure,TGFb inhibitor,IL1B secr inh,ATXN viability,HepG2 tox,Nrf2 ARE act,Nrf2 inh,MCF10A rerep,A549 viability,ATXN2 expr inh
O=c1c2cn[nH]c2nc(SCc2cc(=O)n3cc(Br)ccc3n2)n1-c1ccc(Br)cc1,?,-51*,i,0%,3.6%,?,-6%,0%,-30%
CCn1c(=O)n(Cc2ccco2)c(=N)c2c3c(sc21)COC(C)(C)C3,?,38,i,-22%,0.1%,-21%,5%,8%,-5%
Cc1ccc(-c2cn3nc(N4CCCC(C(=O)NCc5ccc(F)cc5)C4)sc3n2)cc1 (stereo not given),-16%,.,.,3%,4.0%,?,.,-14%,.
COc1ccccc1NC(=O)CN1CCOCC1,0%,6,i,7.9µM*,-1.0%,-22%,-3%,-14%,-31%
COc1ccc(Cl)cc1S(=O)(=O)Nc1cccc(-c2ccc(N3CCCC3)nn2)c1,4%,.,i,4%,0.4%,.,.,15%,7%
COc1ccc(NC(=O)C2(C)CCN2CCOc2ccccc2)cc1OC (stereo not given),-3%,-24,i,9%,-0.8%,.,.,.,-7%
COc1ccc(NS(=O)(=O)c2cc(C(=O)N3CCC3)ccc2C)cc1,1%,6,i,-6%,-0.2%,1%,7%,-6%,-2%
Nc1c(C(=O)c2ccc(Cl)cc2)sc2c1c(=O)[nH]c(=O)n2-c1ccccc1,2%,51,i,-3%,-1.6%,6%,?,4%,-14%
CCC1CCC2(CC1)NC(=O)N(CC(=O)N1CCc3ccccc31)C2=O (stereo not given),?,2,i,0%,-0.8%,-25%,8%,0%,?
CCc1nc2ccccc2c(C(=O)OC2CCOC2=O)c1C (stereo not given),7%,20,i,2%,0.1%,-3%,-3%,1%,4%
O=C(NCC1CCCO1)c1sc2ccccc2c1Cl (stereo not given),1%,-9,i,-2%,3.8%,?,-1%,2%,5%
O=C1C(Cl)=C(N2CCOCC2)C(=O)N1c1ccccc1,-7%,0,i,-8%,0.0%,3%,-5%,-10%,-3%
CS(=O)(=O)NC1CCN(Cc2ccccc2)CC1,5%,2,i,-4%,0.1%,15%,1%,17%,-2%
CN(C)S(=O)(=O)c1cccc(NC(=O)CCSc2ccc(Cl)cc2)c1,?,36,i,-2%,0.1%,?,6%,-22%,-17%
Cc1cc(C)n(-c2nc(NCCC(C)C)c3c4c(sc3n2)COC(C)(C)C4)n1,-2%,-2,?,-7%,-0.9%,7%,3%,11%,3%
Cc1occc1C(=O)NNC(=S)Nc1ccccc1,-1%,-1,i,-12%,1.8%,21%,3%,1%,20%
O=C(CSc1ccc2c(c1)OCCO2)NCC1CCCO1 (stereo not given),-8%,3,i,-2%,0.5%,-8%,1%,6%,-26%
CCc1ccccc1OCC(=O)NC1CCCC1,1%,-3,i,-4%,-0.3%,2%,2%,?,1%
O=C1c2cccc3cccc(c23)C(=O)N1c1ccc(O)cc1,16%,-2,?,-1%,0.9%,-1%,-1%,4%,.
NS(=O)(=O)c1ccc(NS(=O)(=O)c2ccc(Br)cc2)cc1,-3%,4,i,-4%,0.3%,5%,0%,-2%,3%
CNC(=O)c1cc(S(=O)(=O)Nc2ccc3c(c2)OCCO3)ccc1C,2%,-1,?,-2%,-0.8%,-23%,?,-1%,-14%
Cc1ccc(C(=O)Nc2ccc(O)c(C(=O)O)c2)o1,-5%,10,i,-2%,0.0%,-16%,4%,-7%,0%
COc1cccc(CN2CCN(C(=O)c3cc(-c4ccccn4)nc4ccc(Cl)cc34)CC2)c1,-2%,54,i,-20%,3.7%,0%,-1%,24%,-1%
CCN(CC)S(=O)(=O)c1ccc(Nc2nc3ccccc3n3nnnc23)cc1,-15%,3,i,1%,4.9%,.,?,13%,28%
COc1ccc(C2C(C(=O)OCC(=O)N3CCCCC3)CCC(=O)N2c2ccc(OC)cc2)cc1 (stereo not given),0%,13,i,-12%,0.1%,2%,9%,-15%,-4%
Cc1ccc(NC(=O)n2ncc3c(C)cccc32)cc1F,-2%,-6,i,-29%,-0.1%,?,5%,2%,.
Cc1cccc(C(=O)OCC(=O)NNC(=O)c2cccs2)c1O,18%,4,i,-3%,0.3%,0%,-2%,-11%,3%
Cc1c(N=C2NC(=O)/C(=C/c3ccc(O)cc3)S2)c(=O)n(-c2ccccc2)n1C,0%,-18,?,10µM*,5.9%,7%,2%,0%,4%
CCOc1ccc(NC(=O)CSc2nnc(Cc3csc(C)n3)o2)cc1,0%,1,i,-3%,3.0%,-2%,0%,-3%,-9%
O=C(O)C1Cc2ccccc2CN1S(=O)(=O)c1ccc2ccccc2c1 (stereo not given),-3%,31,i,-34%,0.2%,4%,8%,-17%,-4%

The listing continues.
structure,TGFb inhibitor,IL1B secr inh,ATXN viability,HepG2 tox,Nrf2 ARE act,Nrf2 inh,MCF10A rerep,A549 viability,ATXN2 expr inh
Cc1cccc(NC(=O)Cn2c(=O)n(Cc3ccc4c(c3)OCO4)c(=O)c3oc4ccccc4c32)c1C,-8%,.,.,-2%,-0.8%,-2%,.,-5%,.
CCCn1c(=O)c2ccccc2n2c(SC(C)C(N)=O)nnc12 (stereo not given),7%,6,i,-7%,-0.7%,-1%,-1%,0%,3%
Clc1ccc(SCc2cn3cccnc3n2)cc1,-15%,-15,i,8%,-0.2%,2%,25%,2%,36%
CCOc1ccc(NC(=O)C2CCN(C(=O)N3CCOc4ccccc43)CC2)cc1,-3%,-9,i,-13%,1.2%,-12%,14%,13%,-1%
CN1CCN(C(=O)c2cnn(-c3cccc(Cl)c3)c2C2CCN(C(=O)OC(C)(C)C)CC2)CC1,?,.,.,-21%,-0.1%,?,.,6%,.
c1ccc(Nc2nc(-c3ccccc3)ns2)cc1,-37%,10,i,-21%,?,?,11%,-2%,73%[activator]
O=S(=O)(NCC1CCCO1)c1ccc(S(=O)(=O)N2CCc3ccccc3C2)cc1 (stereo not given),-4%,-13,i,3%,-0.4%,-1%,26%,23%,4%
O=C(NCCCNC(=O)c1ccc(-c2cccc(Cl)c2)o1)c1cnccn1,8%,?,?,8%,-0.1%,-14%,-2%,2%,-10%
CCC(=O)Nc1nnc(SCC(=O)NCCc2ccc(OC)c(OC)c2)s1,9%,8,?,-22%,0.1%,7%,-2%,5%,-32%
CN1C(C(=O)NCc2ccccc2)CC2Cn3c(nc4cc5ccccc5cc43)C21 (stereo not given),-2%,39,i,-8%,4.6%,?,?,0%,-1%
CCOC(=O)C1=C(CSc2nncn2C)NC(=O)NC1c1cc(OCC)ccc1OCC (stereo not given),16%,6,i,9%,-0.1%,-1%,-1%,-8%,-5%
COc1cccc(NC(=O)Cn2c(=O)c3cccn3c3ccc(F)cc32)c1,-1%,.,.,-43%,7.7%,14%,.,4%,.
CNC(=S)NNC(=O)c1sccc1C,1%,3,i,3%,-2.2%,9%,-10%,0%,7%
COC(=O)c1ccncc1C(=O)Nc1ccc(OC)cc1,-2%,-7,?,5%,2.0%,1%,4%,6%,-23%
Cc1c(CCO)c(=O)[nH]n1C(=O)c1c(F)cccc1F,-5%,1,i,-1%,-0.6%,?,19%,-2%,145%[activator]
Cc1cc(N2CCN(C)CC2)nc2ccc(NC(=O)CCC3CCCC3)cc12,10%,-3,.,-19%,-0.4%,-3%,3%,2%,-35%
O=C(COC(=O)/C=C/c1ccccc1Cl)Nc1cccnc1Cl,1%,-28,i,6%,?,-9%,2%,2%,9%
COc1ccccc1NS(=O)(=O)c1ccc(Cl)c(NC(=O)CN2C(=O)c3ccccc3C2=O)c1,5%,19,i,-2%,0.3%,-2%,-2%,3%,0%
COc1cc(/C=C/C(=O)OCC(=O)NCc2ccccc2OC)ccc1O,29%,-9,i,-2%,8.2%,11%,14%,26%,-12%
COc1cccc(NC(=O)CSc2ncnc3c2cnn3Cc2ccccc2)c1,-7%,0,i,-23%,0.2%,?,-179%[0.0737 µM],-4%,3%
CC(C)n1c(=O)nc(-c2ccccc2)c2cc3c(cc21)OCO3,-10%,-5,i,-12%,4.3%,.,.,.,.
O=S1(=O)CC(N2CCCCC2)CN1Cc1ccccc1 (stereo not given),-1%,0,i,-1%,0.0%,.,.,.,-6%
Cc1cn([C@H]2C[C@H](O)[C@@H](CNCc3cc(Cl)ccc3OCc3ccc(Cl)cc3)O2)c(=O)[nH]c1=O,0%,.,i,-33%,0.2%,.,.,.,-14%
O=C(COC(=O)CNS(=O)(=O)/C=C/c1ccccc1)Nc1cc(S(=O)(=O)N2CCCCC2)ccc1Cl,-2%,42,i,6%,-0.4%,8%,8%,1%,1%
COc1cc(CCC(=O)OCC(=O)Nc2c(C)cc(C)cc2C)cc(OC)c1OC,18%,9,i,14%,-0.3%,-1%,?,2%,-1%
O=C(CN(Cc1ccccc1)S(=O)(=O)c1cccc(C(F)(F)F)c1)NC1CCCCC1,2%,1,i,3%,-0.6%,-3%,3%,-12%,5%
O=C(COC(=O)c1ccc(F)cc1Cl)NC1CCS(=O)(=O)C1 (stereo not given),0%,-14,i,0%,-0.6%,1%,-7%,-2%,.
CCn1c(CNc2ccc(Cl)cc2)nnc1SCc1ccccc1,-3%,-76*,i,-20%,0.2%,-13%,10%,-2%,-16%
Oc1ccc(Br)cc1C=Nc1ccc2c3c(cccc13)CC2,?,18,i,-33%,3.3%,15%,?,-1%,6%
